MsrA act: bovine methionine sulfoxide reductase A activation | purified bovine MsrA, absorbance read-out | activation, % at 10.6 µM | hit rate 0.3% among 360,000; in the data active = activation above about 7.5%;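 also: 0% = vehicle and 100% = reference activator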
LMPTP inh: blocks human LMPTP phosphatase | P24666 | recombinant LMPTP-A, OMFP fluorogenic substrate, fluorescence intensity | inhibition, % at 20 µM | hit rate 0.22% among 360,000;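 active = compounds that cut the enzyme signal by at least half of the control window in the single-dose screen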;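 also: plate controls were DMSO wells with enzyme plus substrate for no effect and substrate without enzyme for full effect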
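Assay system: LMPTP-A enzyme. Input: 0.625 nM LMPTP-A final. Probe or stimulus: 400 µM OMFP. Compound dosing: single 20 µM dose. Schedule: 50 min dark incubation at room temperature. Detection: fluorescence intensity of OMFP turnover product. Read-out: percent inhibition versus substrate-only and uninhibited controls. Benchmarks: no-enzyme low control, uninhibited high control.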
CendR NRP1 mod: alters CendR peptide binding to human NRP-1 | inhibition, % at 25 µM | hit rate 0.85% among 360,000 | FAM-RPARPAR peptide binding to NRP-1, fluorescence polarization;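 active = inhibition or corrected inhibition above about 18%, plus a signal ratio from 0.5 to 1.5, limit read from the data, passing the limit was not always enough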; also: strong numbers were not always called active
Target sequence (O14786 whole entry, looked up): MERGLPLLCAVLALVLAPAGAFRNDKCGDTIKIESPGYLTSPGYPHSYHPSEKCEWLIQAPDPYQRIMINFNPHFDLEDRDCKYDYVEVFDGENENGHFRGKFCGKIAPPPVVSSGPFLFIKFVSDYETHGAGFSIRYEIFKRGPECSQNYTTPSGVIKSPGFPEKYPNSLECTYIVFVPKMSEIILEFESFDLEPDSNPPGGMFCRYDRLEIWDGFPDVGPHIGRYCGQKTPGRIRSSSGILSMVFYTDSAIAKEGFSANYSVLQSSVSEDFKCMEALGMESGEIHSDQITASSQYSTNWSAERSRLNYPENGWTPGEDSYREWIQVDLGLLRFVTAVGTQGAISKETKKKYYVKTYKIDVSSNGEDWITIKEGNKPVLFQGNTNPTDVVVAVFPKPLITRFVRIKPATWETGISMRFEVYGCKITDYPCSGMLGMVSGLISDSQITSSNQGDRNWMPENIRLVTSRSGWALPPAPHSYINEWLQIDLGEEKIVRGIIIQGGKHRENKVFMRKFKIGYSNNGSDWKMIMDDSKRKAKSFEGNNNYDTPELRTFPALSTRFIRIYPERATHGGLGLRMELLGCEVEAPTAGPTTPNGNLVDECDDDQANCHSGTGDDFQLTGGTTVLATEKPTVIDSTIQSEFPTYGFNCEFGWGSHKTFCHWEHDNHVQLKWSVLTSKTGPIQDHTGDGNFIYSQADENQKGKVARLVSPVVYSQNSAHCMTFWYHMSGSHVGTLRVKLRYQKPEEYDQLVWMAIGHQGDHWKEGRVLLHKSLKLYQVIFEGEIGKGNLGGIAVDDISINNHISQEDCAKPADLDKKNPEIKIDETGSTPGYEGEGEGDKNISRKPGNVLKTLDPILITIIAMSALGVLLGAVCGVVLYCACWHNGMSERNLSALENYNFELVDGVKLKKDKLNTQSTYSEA
Tb MetRS inh: Trypanosoma brucei MetRS inhibition; purified T. brucei MetRS, ATP depletion, Kinase-Glo luminescence; inhibition, % at 11.9 µM; hit rate 0.4% among 360,000;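 active = inhibition above a per-plate cutoff of the control wells' mean inhibition plus 3 SD, cut at about 5.5% in these data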;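 also: 0% = DMSO wells median and 100% = median of wells with control inhibitor compound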
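Measured by: Kinase-Glo luciferase luminescence reporting remaining unconsumed ATP. Material: purified T. brucei MetRS enzyme. Doses: 11.9 µM compound single dose, 0.9% DMSO. Medium: HEPES buffer containing pyrophosphatase, BSA, spermine, DTT. Times: 15 min preincubation, 2 h reaction, all 25 °C. Reagent: methionine, ATP and bulk E. coli tRNA.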
SUMO1 PPI mod: SUMO1-SIM interaction modulation. P63165. SUMO1 binding to a labelled peptide, TR-FRET, 1 h. inhibition, % at 20 µM. hit rate 0.33% among 360,000; in the data active = inhibition above about 37%
Target sequence (P63165 whole entry, looked up): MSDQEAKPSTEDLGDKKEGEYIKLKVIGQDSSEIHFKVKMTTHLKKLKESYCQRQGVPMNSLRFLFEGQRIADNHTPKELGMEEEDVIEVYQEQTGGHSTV
DNMT1 block: DNMT1 (human) enzyme inhibition | inhibition (reported as % activation of signal), % at 10 µM | hit rate 0.83% among 360,000 | AID 588458 | P26358 | DNMT1 molecular beacon, Hinp1I cleavage, fluorescence; in the data active = inhibition above about 50%
MsrA inhibitor: inhibits bovine methionine sulfoxide reductase A | hit rate 0.75% among 360,000 | purified bovine MsrA, absorbance read-out | AID 651718 | inhibition, % at 15.5 µM; in the data active = inhibition above about 4.5%;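 also: 0% = vehicle wells with enzyme and 100% = reference inhibitor wells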
STEP block: blocks human striatal-enriched tyrosine phosphatase | inhibition, % at 20 µM | recombinant STEP, OMFP fluorogenic substrate, fluorescence | P54829 | hit rate 0.25% among 360,000;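 active = inhibition at 20 µM, scaled per plate between control wells, above about 37%, limit read from the data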;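 also: 0% = DMSO with enzyme and substrate and 100% = substrate only without enzyme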
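Measure: Control-normalized % inhibition with plate pattern correction | Test system: STEP phosphatase, cell-free reaction | Medium: pH 6.0 Bis-Tris with DTT and Tween 20 | Technique: Fluorescence, 480/540 nm | Times: Reaction 20 min, ambient temperature | Doses: Single compound dose of 20 µM, 1% DMSO final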
Scp1 inh: inhibitors of human Scp-1 phosphatase. Recombinant Scp1, phosphopeptide, malachite green phosphate absorbance. hit rate 0.88% among 340,000. inhibition, % at 20 µM;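 active = inhibition above about 50% at 20 µM, limit read from the data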;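 also: plate controls were DMSO wells with enzyme for no effect and wells lacking enzyme for full effect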
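Test system: SCP-1 catalytic domain; Buffer or medium: Acidic Tris acetate buffer with magnesium and detergent; Also added: Phosphorylated 17-residue peptide substrate; Compound: single 20 µM dose, 1% DMSO; Schedule: enzyme reaction 45 min at room temperature, colour 5 min, stabilisation 30 min; Signal: Phosphate-binding colour reagent, absorbance read at 630 nm.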
E coli Lon inh: E. coli protease La inhibition; purified E. coli Lon protease, fluorescence polarization; AID 602123; hit rate 0.42% among 360,000; P0A9M0; inhibition, % at 7.94 µM; in the data active = inhibition above about 13%, passing the limit was not always enough;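 also: 0% = enzyme with probe and DMSO and 100% = no enzyme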
An asterisk follows results filed as active; / = no result given.

molecule,Tb MetRS inh,DNMT1 block,Scp1 inh,E coli Lon inh,SUMO1 PPI mod,LMPTP inh,MsrA inhibitor,STEP block,CendR NRP1 mod,MsrA act
Cc1ccc(SC(C)C(=O)Nc2c(C)n(C)n(-c3ccccc3)c2=O)cc1 (stereo not drawn),-0.2,7,-2,-5,-1,-1.3,-0.5,0,12,1
COc1ccc2oc(C(=O)OCC(=O)N(CCC#N)c3ccccc3)c(C)c2c1,0.0,-5,-7,4,6,1.3,-1.0,0,1,-3
COc1cccc(C(=O)NCC(=O)OCC(=O)C(C)(C)C)c1,-0.3,3,1,4,1,-0.8,-0.6,-1,8,-14
CCNC(=S)N(CCc1ccc(S(N)(=O)=O)cc1)C1CC(=O)N(c2ccccc2)C1=O (stereo not drawn),-1.0,-5,-4,-5,-6,0.4,-0.6,-5,12,-5
CC1=C(C(=O)OC(C)C)C(c2cccc(F)c2)n2ncnc2N1 (stereo not drawn),0.0,0,-8,-4,3,-1.3,-0.2,-2,6,0
CCc1ccc(C(=O)N2CCCN(C)CC2)s1,-0.2,2,-2,-1,1,0.1,-0.1,2,0,-2
C=CCn1c(C)nc2c(cnn2-c2ccccc2)c1=O,-1.3,-4,-2,-5,1,-0.6,-0.6,-1,4,-3
O=C(OCC(=O)N1CCCCC1)c1cccc(NS(=O)(=O)c2ccccc2)c1,-0.3,-1,-6,1,1,-0.1,-1.2,-2,13,1
COc1ccc(Br)cc1S(=O)(=O)NCc1ccccn1,1.3,-5,1,-7,7,0.5,0.1,4,-1,-4
COCCN1C(=O)CSCC1(C)C(=O)Nc1c(C)cccc1C (stereo not drawn),-0.9,/,/,/,3,-1.3,-0.2,/,-6,/
c1cc(N2CCCC2)ccc1C(c1nnnn1C1CCCCC1)N1CCOCC1 (stereo not drawn),0.0,6,12,-9,0,5.6,0.6,5,-14,0
Cc1ccc(CNC(=O)Cn2ccc3cc(S(=O)(=O)N4CCCCCC4)ccc32)cc1,-1.1,0,2,8,-1,0.8,1.2,1,3,-10
O=C(CCS(=O)(=O)c1cccs1)Nc1ccc(C(=O)NCc2cccs2)cc1,0.5,-1,-5,10,-1,0.6,1.2,2,4,-1
COc1ccccc1C(=O)NC(=O)COc1cc(Cl)ccc1Cl,-0.4,6,5,8,2,1.7,-1.1,2,-8,-8
Cc1cc(C(F)(F)F)c(C#N)c(SCC(=O)Nc2nc3ccccc3s2)n1,-0.8,83*,-7,-19,-1,-1.3,-0.7,-4,-117,-7
CC1=NN(C(N)=S)C(=O)C1N=Nc1ccc(Cl)cc1 (stereo not drawn),-0.6,-15,-2,-3,-33,-0.6,3.2,12,-12,-4
Cc1ccc(/C=C2\SC(=S)N(CCC(=O)Nc3cccnc3)C2=O)cc1,-0.3,9,9,10,7,1.6,0.2,1,-38,-2
CC(C)[C@H](NS(=O)(=O)c1ccc(Cl)cc1)C(=O)OCC(=O)c1c(N)n(C)c(=O)n(C)c1=O,-0.3,-1,-6,5,5,-0.5,1.4,-5,20,-12
CCOc1ccc2nc(NC(=O)CSc3nc(SC)ns3)sc2c1,-1.2,-11,-11,-5,1,0.6,-0.3,-5,-8,-10
Cc1ccc(-c2csc3nc(SCC(N)=O)n(Cc4ccccc4)c(=O)c23)cc1,-0.1,-10,-7,1,-1,-0.7,1.2,2,2,-6
COC(=O)c1c(-c2cccs2)csc1NC(=O)CSc1ncnc2sc(C)c(C)c12,-0.3,-2,-14,-4,8,2.9,0.7,-1,-19,-4
Cc1nn(-c2ccccc2)c(C)c1C(=O)Nc1nnc(-c2ccco2)o1,0.4,2,-9,3,5,-1.8,-0.9,1,-11,0
C=CCNC(=O)c1ccccc1SCc1c(C)noc1C,-0.3,0,-6,-5,3,-1.5,-0.3,-1,-8,-3
CCOc1ccccc1C(=O)Nc1ccc(S(=O)(=O)Nc2nccc(C)n2)cc1,-1.0,-1,-6,-9,8,-1.7,-0.7,-2,9,-4
N#Cc1ccccc1S(=O)(=O)N1CCN(CC(=O)Nc2ccnn2C2CCCC2)CC1,0.0,-1,5,-10,2,-1.6,1.3,-2,-9,-1
COc1ccc(S(=O)(=O)Nc2ccccc2C(N)=O)cc1OC,-0.8,-3,-11,6,1,-1.9,-0.2,-2,1,-1
CCC(C)NC(=O)C1CCCN(C(=O)Nc2ccc(F)cc2)C1 (stereo not drawn),-0.7,1,-5,2,1,-1.3,-0.3,-1,0,2
C[C@@H](c1ccccc1)N1C[C@H](COCc2ccccc2)Oc2cc(N3CCC[C@H]3CO)ccc2S1(=O)=O,0.2,/,/,-3,10,3.3,-0.4,/,5,0
C(=N\n1cnnc1)/c1cccc2ccccc12,-0.7,0,-2,-8,-13,-0.3,0.6,-1,-7,-12
O=C(CS(=O)(=O)c1ccc(Cl)c(Cl)c1)Nc1ccccc1Cl,0.3,-6,3,10,2,0.6,1.8,8,-3,0
O=C(CN1C(=O)COc2ccc(S(=O)(=O)N3CCCC3)cc21)NC1CC1,0.3,-2,-9,-1,2,-1.0,-0.7,1,8,-3
CC(=O)NN1C(=O)c2ccccc2NC1c1ccccc1F (stereo not drawn),-0.6,-1,-1,-3,0,-0.9,2.0,-2,-4,-1
CCc1nc(C)cn1S(=O)(=O)c1cc(C)c(OC)cc1C,0.2,-2,-10,-1,4,0.4,-0.8,3,10,-1
CCC(=O)Nc1ccc(C(=O)N/N=C/c2c(C)[nH]c3ccccc23)cc1,0.1,-10,-7,-12,-3,1.2,6.5*,1,-57,-4
COc1ccc(/C=C/C(=O)N/C(=C\c2ccco2)C(=O)NCCc2nc3ccccc3[nH]2)cc1,4.4,-13,-1,-8,-3,2.0,3.4,0,-29,-3
COc1ccc(C(=O)N2CCCC(CCC(=O)N3CCN(c4ccccn4)CC3)C2)cc1 (stereo not drawn),-0.6,2,-7,3,2,0.8,-1.2,2,12,-4
C/C(=N\NC(=O)C1COc2ccccc2O1)c1ccc(N2CCOCC2)cc1 (stereo not drawn),-0.5,-2,-3,3,-5,-1.0,2.2,-2,-14,-5
CCc1ccc(OCCCC(=O)Nc2cccc(C(=O)O)c2)cc1,-1.5,0,-4,5,0,1.0,0.6,-1,8,-10
CCCN(CCC)Cc1cc(=O)oc2cc(OC)ccc12,0.2,5,/,6,-4,-1.2,2.2,-2,-13,-3
Cc1ccc(OCC(=O)Nc2ccc([N+](=O)[O-])cn2)cc1C,-0.6,1,-5,-2,-11,-1.6,0.2,0,-1,-3
Cc1ccc(NC(=O)CC2COc3ccccc3O2)cc1 (stereo not drawn),0.0,-4,-2,-2,2,-0.2,0.3,1,11,-4
CS(=O)(=O)Nc1ccc(C(=O)Nc2ccccc2Sc2ccccc2)cc1,0.1,-2,-10,-2,1,-0.2,1.0,-2,-19,-3
c1ccc2sc(NC3=NCN(Cc4ccc5c(c4)OCO5)CN3)nc2c1,-0.5,-5,-7,-5,-3,3.8,-0.3,0,-20,0
COc1cc(SC)ccc1C(=O)NCC1CCCCC1,-0.8,1,-1,7,5,0.8,0.0,0,-4,1
CCOc1ccc(S(=O)(=O)NCc2ccc(OC)cc2)c2cccnc12,-0.7,0,2,-7,-4,-2.2,0.9,0,-6,-9
COc1ccc(C(=O)OCC(=O)c2ccc(F)cc2)cc1OC,-0.2,2,-12,-6,7,-1.1,0.2,-3,14,-3
Cc1c(C(=O)N2CCC[C@H]2C(N)=O)oc2c(F)cccc12,-0.6,2,-8,0,-1,1.2,0.0,-2,3,-3
CC(C(=O)NCC1CCCCC1)N(C)Cc1ccc(Br)cc1 (stereo not drawn),0.1,0,-1,0,3,0.6,0.1,1,-6,0
CCN(CC)c1ccc(N=Cc2ccc(N(CC)CC)cc2O)cc1,0.0,-5,-1,-5,-15,4.9,4.6*,-4,-217,1
CCOc1ccc(CN2CCN(Cc3ccc(C)o3)CC2CCO)cc1 (stereo not drawn),-0.5,1,4,-12,3,-0.1,-0.5,-1,3,-2
O=C1CCc2cc(S(=O)(=O)N3CCCC3C(=O)N3CCN(c4ccccc4F)CC3)ccc2N1 (stereo not drawn),2.2,4,3,0,9,-1.9,0.5,3,-10,-9
Cc1ccc(-c2csc(N(CCO)CCCn3c(C(F)(F)F)nc4ccccc43)n2)cc1,-0.3,-17,3,-8,-5,2.9,0.7,-2,-12,0
Cc1ccc(S[C@@H](CCN2CC[C@H](C(C)(C)C)CCC2=O)c2ccccc2)cc1,-0.5,11,0,8,4,8.2,1.2,6,13,-1

Structural class: those above with two or more sulfur atoms
molecule,Tb MetRS inh,DNMT1 block,Scp1 inh,E coli Lon inh,SUMO1 PPI mod,LMPTP inh,MsrA inhibitor,STEP block,CendR NRP1 mod,MsrA act
CCNC(=S)N(CCc1ccc(S(N)(=O)=O)cc1)C1CC(=O)N(c2ccccc2)C1=O (stereo not drawn),-1.0,-5,-4,-5,-6,0.4,-0.6,-5,12,-5
O=C(CCS(=O)(=O)c1cccs1)Nc1ccc(C(=O)NCc2cccs2)cc1,0.5,-1,-5,10,-1,0.6,1.2,2,4,-1
Cc1cc(C(F)(F)F)c(C#N)c(SCC(=O)Nc2nc3ccccc3s2)n1,-0.8,83*,-7,-19,-1,-1.3,-0.7,-4,-117,-7
Cc1ccc(/C=C2\SC(=S)N(CCC(=O)Nc3cccnc3)C2=O)cc1,-0.3,9,9,10,7,1.6,0.2,1,-38,-2
CCOc1ccc2nc(NC(=O)CSc3nc(SC)ns3)sc2c1,-1.2,-11,-11,-5,1,0.6,-0.3,-5,-8,-10
Cc1ccc(-c2csc3nc(SCC(N)=O)n(Cc4ccccc4)c(=O)c23)cc1,-0.1,-10,-7,1,-1,-0.7,1.2,2,2,-6
COC(=O)c1c(-c2cccs2)csc1NC(=O)CSc1ncnc2sc(C)c(C)c12,-0.3,-2,-14,-4,8,2.9,0.7,-1,-19,-4
CS(=O)(=O)Nc1ccc(C(=O)Nc2ccccc2Sc2ccccc2)cc1,0.1,-2,-10,-2,1,-0.2,1.0,-2,-19,-3
